# From PubChem
# UHRF1 MBD2 ctr: UHRF1 methylated DNA binding inhibitors, primary screen, counter-screen for MBD2 inhibitor project, biochemical, TR-FRET, human UHRF1, single concentration; E3 ubiquitin-protein ligase UHRF1 (Homo sapiens), Q96T88; UHRF1 binding to methylated oligo; inhibition, % at 4.4 µM; actives 0.75% (n = 370,000); AID 687016, 2013; in the data active = inhibition above about 21%;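 also: UHRF1 SRA domain binding a hemimethylated CpG hairpin DNA probe; 0% = median of test compound wells and 100% = reference inhibitor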
# Target sequence (Q96T88 whole entry, looked up, the tested form may be a part): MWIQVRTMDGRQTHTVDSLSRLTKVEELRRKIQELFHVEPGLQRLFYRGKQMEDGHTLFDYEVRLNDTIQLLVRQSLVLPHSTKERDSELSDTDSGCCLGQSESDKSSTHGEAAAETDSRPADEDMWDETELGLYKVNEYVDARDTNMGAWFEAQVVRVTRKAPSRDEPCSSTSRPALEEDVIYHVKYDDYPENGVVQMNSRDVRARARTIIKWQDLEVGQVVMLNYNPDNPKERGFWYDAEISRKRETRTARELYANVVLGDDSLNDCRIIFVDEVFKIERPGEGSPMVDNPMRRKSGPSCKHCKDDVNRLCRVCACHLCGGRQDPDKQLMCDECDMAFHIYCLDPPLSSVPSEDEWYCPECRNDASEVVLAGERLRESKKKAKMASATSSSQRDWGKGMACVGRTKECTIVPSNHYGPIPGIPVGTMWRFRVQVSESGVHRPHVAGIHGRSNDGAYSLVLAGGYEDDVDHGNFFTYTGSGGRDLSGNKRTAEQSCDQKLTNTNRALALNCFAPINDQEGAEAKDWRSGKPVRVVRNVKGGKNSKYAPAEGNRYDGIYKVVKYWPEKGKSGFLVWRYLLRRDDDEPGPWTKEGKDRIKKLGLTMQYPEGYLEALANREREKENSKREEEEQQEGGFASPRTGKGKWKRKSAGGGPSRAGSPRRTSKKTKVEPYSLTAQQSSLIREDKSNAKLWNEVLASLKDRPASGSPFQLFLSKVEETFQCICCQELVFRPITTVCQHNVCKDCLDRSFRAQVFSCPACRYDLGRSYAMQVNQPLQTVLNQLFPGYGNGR
# ADAM17 inh: ADAM17 inhibitors, primary screen, biochemical, QFRET | Disintegrin and metalloproteinase domain-containing protein 17 (Homo sapiens), P78536 | recombinant ADAM17, EDANS/DABCYL FRET peptide cleavage | inhibition, % at 6.95 µM | actives 0.83% (n = 370,000) | AID 720648, 2013;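 active = inhibition above the mean of compounds lying between control limits plus 3 SD, set per campaign, cut at about 8.5% in these data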;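 also: 0% = DMSO-only wells as the low control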
# proKLK7 act: proKLK7 zymogen activators, primary screen, biochemical, fluorescence intensity; Kallikrein-7 (Homo sapiens), P49862; purified proKLK7, EDANS-DABCYL substrate fluorescence; 100% is mature enzyme control, 0% vehicle; activation, % at 7 µM; actives 0.9% (n = 370,000);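 active = activation above the mean of all tested compounds plus 3 SD, computed per campaign excluding outliers beyond control limits, cut at about 13% in these data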
# Tn7 DDE FP: inhibitors of Tn7 peptide binding to fibrin DD(E), primary screen, biochemical, fluorescence polarization, human fibrin, Tn7 probe; actives 0.13% (n = 370,000); AID 720508, 2013; FP displacement of FITC-Tn7 peptide from fibrin DD(E); 0% = median of compound wells per plate; inhibition, % at 8.3 µM;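 active = inhibition above the mean of compounds falling within the control limits plus 3 SD of them, cut at about 14% in these data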;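 also: 0% = plate median of compound wells and 100% = 10 µM Aha-Tn7 peptide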
#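 Assay system: human fibrin DD(E) protein / Input: 2 µM fibrin DD(E) / Benchmarks: high control of 10 µM Aha-Tn7 peptide / Measured by: fluorescence polarization of the labelled Tn7 tracer / Medium: Tris buffer with calcium and detergent, pH 7.8 / Timing: 10 min compound pre-incubation, 3 h probe incubation at room temperature / Repeats: one replicate per compound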
# PLCb3 inh: human PLC-beta3 inhibitors, primary screen, biochemical, fluorescence; 1-phosphatidylinositol 4,5-bisphosphate phosphodiesterase beta-3 (Homo sapiens), Q01970; Purified PLC-beta3, fluorogenic substrate; inhibition, % at 12.2 µM; actives 0.18% (n = 370,000); AID 720704, 2013; in the data active = inhibition above about 11%;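 also: 0% = median of compound wells on plate and 100% = full blocker control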
# ARFGAP1 inh: inhibitors of rat ARFGAP1 GAP activity, primary screen, biochemical, fluorescence polarization, GDP tracer | ADP-ribosylation factor GTPase-activating protein 1 (Rattus norvegicus), Q62848 | Arfgap1-stimulated ARF1 GTP hydrolysis, GDP FP detection | inhibition, % at 16.5 µM | actives 0.26% (n = 360,000);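 active = inhibition above a per-plate limit, mean inhibition of low control wells plus 3 SD, cut at about 25% in these data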;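 also: 0% = DMSO wells with enzyme and 100% = wells lacking Arfgap1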
# Target sequence (Q62848 1-136 limits assumed): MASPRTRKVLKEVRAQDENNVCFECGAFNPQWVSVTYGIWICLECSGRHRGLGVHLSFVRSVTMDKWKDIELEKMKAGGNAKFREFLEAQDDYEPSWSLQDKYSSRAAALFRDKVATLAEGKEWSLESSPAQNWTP
#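 System: truncated rat Arfgap1 GAP domain / Medium: HEPES-based buffer, pH 7.5 / Also added: N-terminally truncated human ARF1-GTP substrate / Incubation: enzyme reaction 120 min at 25 °C after 20 min preincubation / Measured by: FP of antibody-bound GDP Alexa 633 tracer, ex 620/em 688 nm / Replicates: singlicate, each compound tested once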
# MBD2 inh: inhibitors of MBD2 binding to methylated DNA, primary screen, biochemical, TR-FRET, DNA-binding domain, human. Methyl-CpG-binding domain protein 2 (Homo sapiens), Q9UBB5. MBD2 binding to methylated oligonucleotide. inhibition, % at 4.4 µM. actives 0.31% (n = 370,000); in the data active = inhibition above about 13%
# PLC-gamma1 inh: PLC-gamma1 enzyme inhibitors, primary screen, biochemical, fluorescence, purified enzyme; actives 0.84% (n = 370,000); fluorogenic substrate; inhibition, % at 12.2 µM; 1-phosphatidylinositol 4,5-bisphosphate phosphodiesterase gamma-1 (Homo sapiens), P19174; AID 720700, 2013; in the data active = inhibition above about 9.5%
# Tn6 DDE FP: inhibitors of Tn6 peptide binding to fibrin DD(E), primary screen, biochemical, fluorescence polarization, human fibrin, Tn6 probe. inhibition, % at 8.3 µM. actives 0.21% (n = 370,000). AID 720509, 2013. Fibrinogen beta chain (Homo sapiens), P02675. Fibrin DD(E) TRITC-Tn6 fluorescence polarization displacement;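 active = inhibition above a per-campaign cutoff: mean of compounds within control limits plus 3 SD, cut at about 15% in these data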;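 also: 0% = median of all compound wells on the plate and 100% = blocking peptide control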
# ASAP1 inh: inhibitors of human ASAP1 ArfGAP activity, primary screen, biochemical, fluorescence polarization; ASAP1-stimulated ARF1 GTP hydrolysis, GDP FP detection; AID 624377, 2012; inhibition, % at 16.5 µM; actives 0.19% (n = 360,000); in the data active = inhibition above about 25%;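 also: 0% = vehicle with enzyme and substrate and 100% = no enzyme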
# * = called active by the depositor; i = inactive; · = not tested or not shown.
SMILES,UHRF1 MBD2 ctr,ADAM17 inh,proKLK7 act,Tn7 DDE FP,PLCb3 inh,ARFGAP1 inh,MBD2 inh,PLC-gamma1 inh,Tn6 DDE FP,ASAP1 inh
CC1(c2ccc(OC(F)F)cc2)NC(=O)N(CC(=O)Nc2ccc(N3CCCCC3)cc2)C1=O (stereo unspecified),20,-2,-0.3,5,-3,7,4,-1,-2,10
CCN(CC)S(=O)(=O)c1cc([N+](=O)[O-])ccc1NNC(=O)Nc1ccc(Cl)c(Cl)c1,-3,2,-0.2,-7,2,2,1,5,-18,15
COc1ccccc1N1CCN(CCCNC(=O)C2CCCN(c3ncnc4c3nc3n4CCCCC3)C2)CC1 (stereo unspecified),0,-2,0.4,-5,5,-7,2,1,5,3
COC(=O)[C@]12CCCCC=C1N(Cc1cccc3ccccc13)C(=O)[C@H](CC(=O)NCc1cccc3ccccc13)C2,-1,12*,0.1,-9,2,6,-2,6,-2,-12
O=C(CN1C(=O)c2cccc3cccc(c23)C1=O)NCCCO,-3,-131,0.0,3,-36,-12,-7,-24,4,8
CN1CCN(S(=O)(=O)c2ccc(NC(=O)Cc3ccc([N+](=O)[O-])cc3)cc2)CC1,-5,-3,0.4,-7,-8,-10,1,-3,-1,-13
COc1cc(OC)c(C(=O)COc2ncnc3ccccc23)c(OC)c1,-2,-3,-0.5,-7,-1,0,-3,0,8,-8
O=C(O)CN1C(=O)C2C3CC(C2C1=O)C1C(c2ccccc2)c2sc(=O)[nH]c2SC31 (stereo unspecified),-2,-1,0.5,-10,-8,4,-6,-9,1,-2
CC1SC(C)C(=O)N(CC(=O)Nc2ccc([N+](=O)[O-])cc2)C1=O (stereo unspecified),0,-1,0.5,0,-3,16,4,-1,3,0
NC(=O)c1ncn([C@@H]2O[C@H](CNCc3cccc(OC4CCCC4)c3)[C@@H](O)[C@H]2O)n1,-1,-5,0.9,5,-1,0,2,5,3,1
Cc1ccc(NC(=O)[C@@]2(CC(=O)O)CC(/C=C/c3ccccc3)=NO2)c(C)c1,-1,-4,0.5,7,-10,0,-2,-5,5,-6
CC(C)C(NC(=O)c1ccccc1)C(=O)OCc1cc([N+](=O)[O-])cc2c1OCOC2 (stereo unspecified),18,3,-0.1,7,4,9,2,5,2,5
CC(=O)Nc1ccc(S(=O)(=O)NCC(=O)NCCCc2ccccc2)cc1,-1,-3,0.5,0,-7,-11,3,1,7,-2
O=C(COC(=O)c1ccccc1-c1nc2ccccc2s1)Nc1ccccc1C(F)(F)F,1,-1,0.0,10,1,9,0,0,8,15
Cc1ccnc(NC(=O)C(C)n2cc([N+](=O)[O-])cn2)c1 (stereo unspecified),2,-5,-0.1,-1,-9,7,4,-1,-9,-11
CCCCSc1nc(C)c(C(C)=O)cc1C#N,-1,-1,-0.2,0,1,4,2,-12,-3,11
Cc1noc(C)c1CSc1nc2ccccc2n1C,-1,-2,-0.5,-3,-2,2,0,-3,0,5
COc1cc(C(=O)OCC(=O)Nc2ccc(C)cc2)cc(OC)c1OC,-1,-2,-0.1,3,-4,-1,2,2,2,7
CN(Cc1ccccc1)S(=O)(=O)c1ccc2c(c1)NC(=O)CC(=O)N2,-2,-2,-0.3,4,2,6,2,5,-2,-2
CCOc1ncccc1C(=O)OCC(=O)Nc1ncc(C(F)(F)F)cc1Cl,-1,-1,-0.4,0,0,-1,2,0,-6,2
COc1cccc(C(=O)NNC(=O)CCN2CCN(c3ccccc3)CC2)c1,4,5,-0.4,-3,13*,-6,3,6,0,6
O=C(NCc1ccncc1)c1ccc(NS(=O)(=O)c2cccc([N+](=O)[O-])c2)cc1,1,-2,-0.1,-3,-5,-7,-2,-2,4,-12
COc1ccccc1OCCSc1nc2ccccc2n1CC(=O)O,1,-3,-0.1,6,3,-4,5,0,6,7
COc1ccccc1OCc1ccc(C(=O)N2CCN3CCCC3C2)cc1 (stereo unspecified),1,-5,0.1,5,1,8,2,1,2,0
Cc1ccccc1CSCCNC(=O)CN(c1ccc2c(c1)OCO2)S(C)(=O)=O,-4,-2,-0.2,-8,0,9,-3,-2,4,-12
O=C(NCCCn1ccnc1)c1c(F)cccc1F,-3,-2,0.6,-5,-4,-5,-7,-1,-6,9
O=C(Nc1ccc(Br)cc1)c1cccc(NC(=O)C2C3CC4OC(=O)C2C4C3)c1 (stereo unspecified),-2,0,-0.2,11,-2,2,1,0,4,1
COc1cc(N=c2ssnc2Cl)cc(OC)c1,-8,-5,-0.6,-2,-13,-8,-1,-11,-6,-1
COC(=O)C1(C)CCCC2(C)c3cc(OC)ccc3C(=O)C(Br)C12 (stereo unspecified),4,-7,-0.1,2,-2,8,12,6,-8,-6
CC(CN(C)Cc1ccccc1)OC(=O)C1COc2ccccc2O1 (stereo unspecified),0,-1,-0.5,1,2,0,0,0,-8,-7
COc1ccc(-c2cc3c(=O)n(CC(=O)NCc4ccc(F)cc4)ncn3n2)cc1,0,-1,0.4,-5,1,-1,0,-2,1,-8
Cc1nc2c(-c3ccc(F)cc3)cnn2c(N)c1-c1ccccc1,3,-89,-4.1,-1,i,-7,0,-495,0,-4
CCc1sc(C(=O)NCc2ccco2)cc1C,0,1,-0.4,-9,-7,3,4,1,-5,6
Cc1ccc(C(=O)CSc2nnc(C)s2)cc1,-1,1,0.1,-3,1,4,2,0,8,-6
COc1cccc(NC(=O)C2CCN(S(=O)(=O)c3ccc4[nH]c(=O)oc4c3)CC2)c1,1,-1,1.0,-1,-2,-6,-2,-1,-8,9
CC1(C)Cc2c(C#N)c(N)n(-c3ccccc3)c(=O)c2CO1,0,-1,-0.4,-3,1,-10,-5,3,-2,0
CSc1nc(-c2ccccc2)nc(N2CCOCC2)c1C(C)=O,0,2,0.3,3,-6,2,-2,2,6,-1
C1=CC2c3ccccc3NC(c3ccncc3)C2C1 (stereo unspecified),-8,1,-1.0,-2,-23,-10,-6,-13,-1,-3
COc1cc2c(cc1OC)CN(C(=O)CSc1ccc(F)cc1)CC2,0,-5,1.2,9,-16,7,2,-9,3,3
COc1cc(OC)cc(C2=Cc3ccccc3C(CC(C)=O)N2c2ccc(-c3cccs3)cc2)c1 (stereo unspecified),-1,-14,0.0,-3,-109,-5,0,-75,10,-3
CC(C)(C)OC(=O)N1CCC2CCN(CCc3ccccc3)CC21 (stereo unspecified),0,-4,0.4,3,1,-5,4,1,4,-6
CN(C)c1ccc(C=c2c3ccccc3n3c2cc(-c2ccc(Cl)cc2)[n+]3C)cc1,19,-10,-0.1,1,-100,14,5,-73,-16,-5
c1ccc(CNc2ncnc3sc4c(c23)CCCC4)nc1,-1,-2,-0.6,0,-5,-6,-2,2,2,2
O=C(O)CCCC[n+]1ccccc1,1,2,-0.2,0,0,11,-1,2,-1,-9
CC(C)CCc1noc(CN2CCN(c3ccc(Cl)cn3)CC2)n1,1,1,-0.1,0,-1,1,-1,2,-3,2
O=C(c1cc2ccccc2o1)c1nc2c(n1O)CCCCC2,1,2,0.5,5,0,4,-2,5,-1,2
COc1ccc(OC)c(C(=O)CCCCC(=O)c2cc(OC)ccc2OC)c1,2,1,0.0,-8,-6,15,-3,-1,-1,4
Cn1c(SCC(=O)NCc2ccc3c(c2)OCO3)nc2c(c1=O)SCC2,-4,-6,-0.4,-2,-10,1,-7,-3,4,-1

# Reprinted from the part before: five compounds, then new ones.
SMILES,UHRF1 MBD2 ctr,ADAM17 inh,proKLK7 act,Tn7 DDE FP,PLCb3 inh,ARFGAP1 inh,MBD2 inh,PLC-gamma1 inh,Tn6 DDE FP,ASAP1 inh
O=C(O)CCCC[n+]1ccccc1,1,2,-0.2,0,0,11,-1,2,-1,-9
CC(C)CCc1noc(CN2CCN(c3ccc(Cl)cn3)CC2)n1,1,1,-0.1,0,-1,1,-1,2,-3,2
O=C(c1cc2ccccc2o1)c1nc2c(n1O)CCCCC2,1,2,0.5,5,0,4,-2,5,-1,2
COc1ccc(OC)c(C(=O)CCCCC(=O)c2cc(OC)ccc2OC)c1,2,1,0.0,-8,-6,15,-3,-1,-1,4
Cn1c(SCC(=O)NCc2ccc3c(c2)OCO3)nc2c(c1=O)SCC2,-4,-6,-0.4,-2,-10,1,-7,-3,4,-1
COC(=O)/C=C/S(=O)(=O)c1ccc(NC(C)=O)cc1,0,0,-0.5,-4,6,0,-2,4,4,3
COCCNC(=O)c1ccc(C2SCC(=O)N2CCc2ccccc2)cc1 (stereo unspecified),0,-2,-0.7,1,-1,-1,-1,1,-3,11
N#C/C(=C\c1ccc(OCc2ccc(C(=O)O)cc2)cc1)C(=O)NCc1ccccc1,-2,2,-0.6,-8,-3,12,-4,1,8,9
Cc1ccc(CNC(=S)Nc2ccc(OC(F)F)cc2C)cc1,2,3,-0.6,6,-1,-5,-1,2,1,-4
Cn1c(-c2ccccc2)cc(=O)n1-c1ccccc1,-1,-6,0.2,10,0,-3,62*,0,1,-13
CCOC(=O)N1CCN(C(=O)C[C@@H]2C(=O)N(CCc3ccc(Cl)cc3)C3=CCCC[C@]32C(=O)OCC)CC1,0,-1,0.7,3,2,·,-2,3,4,·
COc1ccccc1C1CCCN1Cc1nc(-c2cc3c(cc2Cl)OCO3)oc1C (stereo unspecified),-1,-4,0.2,2,1,2,-3,-2,2,4
CCOC(=O)C1C(CC)NC(=S)NC1(C)O (stereo unspecified),2,-5,-0.2,3,-2,-10,4,3,9,-6
Cc1cc(-n2nc(C)cc2C)n2ncc(-c3ccccc3)c2n1,2,-3,0.3,-2,-4,14,-3,-1,-3,3
COc1ccc(C)cc1N(CC(=O)N1CCCC1)S(=O)(=O)c1ccccc1,0,0,0.2,2,-7,3,-2,-1,1,5
CCCCN1C(=O)CCC(C(=O)O)C1c1ccccc1 (stereo unspecified),2,1,-0.2,4,2,0,-7,2,-2,5
CCC(=O)N(Cc1cc(=O)[nH]c2ccccc12)c1ccccc1,-3,-1,0.3,0,-3,8,-2,3,-5,7
